Screening results as filed in PubChem.
mut p53 react = restores mutant p53 pathway signaling in SW480 cells; SW480 PUMA-promoter luciferase, p53 mutant reactivation; activation, % at 9.98 µM; 1.5% of 28,000 active; in the data active = activation above about 52%
STK33 kin inh = inhibitors of human STK33 kinase. ADP-Glo luminescence, MBP substrate. inhibition, % at 12.5 µM. 0.44% of 27,000 active; in the data active = inhibition above about 20%
Target sequence (Q9BYT3 whole entry, looked up): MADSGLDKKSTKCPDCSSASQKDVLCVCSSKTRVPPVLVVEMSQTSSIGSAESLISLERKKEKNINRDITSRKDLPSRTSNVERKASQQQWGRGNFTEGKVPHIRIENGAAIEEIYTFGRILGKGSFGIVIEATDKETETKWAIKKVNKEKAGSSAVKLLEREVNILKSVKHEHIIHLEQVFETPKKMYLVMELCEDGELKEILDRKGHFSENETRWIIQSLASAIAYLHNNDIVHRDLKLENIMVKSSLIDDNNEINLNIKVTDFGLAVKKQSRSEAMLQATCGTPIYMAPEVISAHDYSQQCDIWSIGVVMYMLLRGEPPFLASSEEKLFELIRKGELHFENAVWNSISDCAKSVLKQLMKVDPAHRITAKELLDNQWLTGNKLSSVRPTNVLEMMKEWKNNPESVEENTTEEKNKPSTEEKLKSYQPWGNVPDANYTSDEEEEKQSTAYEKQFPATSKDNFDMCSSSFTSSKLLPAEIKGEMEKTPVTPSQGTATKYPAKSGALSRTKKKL
Starred values were filed as active, the others as inactive; · = not tested or not shown.

SMILES	mut p53 react	STK33 kin inh
COc1ccc(S(=O)(=O)Nc2ccc3c(c2)C(=O)N([C@@H](C)CO)C[C@H](C)[C@H](CN(C)Cc2ccccc2)O3)cc1	·	0
COc1ccc(NC(=O)N(C)C[C@@H]2OCc3cnnn3CCCC(=O)N([C@H](C)CO)C[C@@H]2C)cc1	·	-3
C[C@H](CO)N1C[C@H](C)[C@H](CN(C)Cc2ccc(Oc3ccccc3)cc2)Oc2ccc(NS(=O)(=O)c3ccc(F)cc3)cc2C1=O	·	0
C[C@H]1CN([C@@H](C)CO)C(=O)c2cc(NC(=O)NC3CCCCC3)ccc2O[C@H]1CN(C)S(=O)(=O)c1ccc(F)cc1	·	-1
OC(CN1CCC(Cc2ccc(F)cc2)CC1)c1ccc(Cl)cc1 (centres undefined)	-4	·
COc1ccc(NC(=O)CN2CCC(C(N)=O)(N3CCCCC3)CC2)cc1	-8	0
COc1ccccc1-c1cnc2c(c1)C(=O)N([C@H](C)CO)C[C@@H](C)[C@@H](CN(C)C(=O)CN(C)C)O2	-2	·
CC(C)C#Cc1cnc2c(c1)C(=O)N([C@H](C)CO)C[C@@H](C)[C@H](CN(C)Cc1cncnc1)O2	2	·
CC(C)CC#Cc1cnc2c(c1)C(=O)N([C@H](C)CO)C[C@H](C)[C@H](CN(C)C(=O)Cc1cccnc1)O2	9	·
COc1ccccc1NC(=O)CNS(=O)(=O)c1ccccc1	7	1
O=C(NCc1csc(-c2cccs2)n1)c1ccno1	16	·
C[C@@H]1CN([C@H](C)CO)C(=O)Cc2cc(N(C)C)ccc2O[C@@H]1CN(C)C(=O)Nc1ccc(C(F)(F)F)cc1	·	1
C[C@H](CO)N1C[C@H](C)[C@H](CN(C)C(=O)NC2CCCCC2)Oc2ccc(NC(=O)Nc3ccccc3)cc2C1=O	4	-1
COc1ccc(NC(=O)Nc2ccc3c(c2)CC(=O)N([C@@H](C)CO)C[C@@H](C)[C@@H](CN(C)Cc2ccc(-c4ccccc4)cc2)O3)cc1	·	0
CC(C)NC(=O)N(C)C[C@@H]1Oc2ccc(NC(=O)NC3CCCCC3)cc2CC(=O)N([C@@H](C)CO)C[C@@H]1C	·	-3
C[C@@H]1CN([C@@H](C)CO)C(=O)CCCn2nncc2CO[C@H]1CN(C)C(=O)Nc1ccc(-c2cccs2)cc1	·	-6
C/C=C/[C@H](CC(=O)N(CCO)Cc1ccccc1)[Si](C)(C)c1ccc(OC)cc1	·	14
CC1CCc2c(sc3ncnc(SCC(=O)Nc4ccc5c(c4)OCCO5)c23)C1 (centres undefined)	5	6
COc1ccc(C#Cc2ccc3c(c2)[C@]2(C(=O)N3)[C@H](C(=O)N3CCCCCCC3)[C@H]3C(=O)O[C@H](c4ccccc4)[C@H](c4ccccc4)N3[C@@H]2c2ccccc2OCCO)cc1	·	30*
Cc1ccc(S(=O)(=O)Nc2cccc3c2O[C@@H](CN(C)C(=O)Nc2ccc(C(F)(F)F)cc2)[C@@H](C)CN([C@H](C)CO)C3=O)cc1	3	·

Single records, as listed above:
Record of `COc1ccc(NC(=O)Nc2ccc3c(c2)CC(=O)N([C@@H](C)CO)C[C@@H](C)[C@@H](CN(C)Cc2ccc(-c4ccccc4)cc2)O3)cc1` = mut p53 react: ·; STK33 kin inh: 0
Record of `CC1CCc2c(sc3ncnc(SCC(=O)Nc4ccc5c(c4)OCCO5)c23)C1` (centres undefined) = mut p53 react: 5; STK33 kin inh: 6

(listing goes on)
SMILES	mut p53 react	STK33 kin inh
Cc1ccccc1OCC(O)Cn1c2ccccc2c2ccccc21 (centres undefined)	·	-2
COC(=O)C(CC#Cc1ccc2c(c1)[C@]1(C(=O)N2)[C@H](c2ccccc2OCCO)N2[C@H](c3ccccc3)[C@H](c3ccccc3)OC(=O)[C@H]2[C@@H]1C(=O)Nc1nc2ccccc2s1)C(=O)OC	·	6
C[C@@H]1CN([C@@H](C)CO)C(=O)c2cc(NC(=O)CCCN(C)C)ccc2O[C@H]1CN(C)S(=O)(=O)c1cn(C)cn1	-2	·
N#Cc1c(NC(=O)CCn2cnc3ccccc3c2=O)sc2c1CCCC2	5	-3
C[C@H]1CN([C@@H](C)CO)C(=O)c2cc(NS(=O)(=O)c3ccc(Cl)cc3)ccc2O[C@H]1CN(C)Cc1ccc(-c2ccccc2)cc1	-1	1
CCOC(=O)c1ccccc1NC(=O)CC1Sc2ccc(C(F)(F)F)cc2NC1=O (centres undefined)	23	0
C[C@@H]1CN([C@H](C)CO)C(=O)CCCn2cc(nn2)CO[C@@H]1CN(C)S(=O)(=O)c1cccc(C#N)c1	·	3
Cc1cc(=O)[nH]c(SCC(=O)Nc2ccc(I)cc2)n1	-4	1
C[C@@H]1CN([C@H](C)CO)C(=O)Cc2cc(NC(=O)C3CCCCC3)ccc2O[C@H]1CN(C)C(=O)Nc1ccc2c(c1)OCO2	·	-4
O=C(Nc1ccccc1[N+](=O)[O-])c1cccc(S(=O)(=O)Nc2ccc(Br)cc2)c1	-7	2
C[C@H](CO)N1C[C@H](C)[C@@H](CN(C)Cc2ccc(-c3ccccc3)cc2)Oc2ccc(NC(=O)Cc3cn(C)c4ccccc34)cc2C1=O	-9	·
O=C(O)c1cccc(-n2nnnc2SCc2ccccn2)c1	13	0
C[C@H](CO)N1C[C@H](C)[C@H](CN(C)Cc2ccc(-c3ccccc3)cc2)Oc2ccc(NC(=O)Nc3ccccc3)cc2CC1=O	·	1
CC(=O)Nc1ccc(NS(=O)(=O)c2ccc(Cl)c(C(=O)O)c2)cc1	7	-2
CCc1ccccc1NC(=O)CCCN1C(=O)c2ccccc2C1=O	2	-1
COc1ccc(NC(=O)N(C)C[C@H]2OCCCC[C@@H](C)Oc3ccc(NS(=O)(=O)c4ccccc4)cc3C(=O)N([C@H](C)CO)C[C@@H]2C)cc1	·	0
Cc1c(NC(=O)CN(c2ccccc2F)S(C)(=O)=O)cccc1[N+](=O)[O-]	-3	4
O=C(CSc1nnc(-c2ccccc2)c(-c2ccccc2)n1)Nc1cccc(C(F)(F)F)c1	-40	0
CC(C)NC(=O)N(C)C[C@H]1OCCCC[C@@H](C)Oc2ccc(NS(C)(=O)=O)cc2C(=O)N([C@@H](C)CO)C[C@@H]1C	-4	·
C[C@H](CO)N1C[C@H](C)[C@H](CN(C)Cc2ccc(C(F)(F)F)cc2)Oc2c(NC(=O)c3ccncc3)cccc2C1=O	-5	·

7 compounds drawn at random from the list so far:
SMILES	mut p53 react	STK33 kin inh
C[C@H](CO)N1C[C@H](C)[C@H](CN(C)Cc2ccc(-c3ccccc3)cc2)Oc2ccc(NC(=O)Nc3ccccc3)cc2CC1=O	·	1
O=C(CSc1nnc(-c2ccccc2)c(-c2ccccc2)n1)Nc1cccc(C(F)(F)F)c1	-40	0
CC(=O)Nc1ccc(NS(=O)(=O)c2ccc(Cl)c(C(=O)O)c2)cc1	7	-2
COc1ccc(NC(=O)N(C)C[C@H]2OCCCC[C@@H](C)Oc3ccc(NS(=O)(=O)c4ccccc4)cc3C(=O)N([C@H](C)CO)C[C@@H]2C)cc1	·	0
CCc1ccccc1NC(=O)CCCN1C(=O)c2ccccc2C1=O	2	-1
Cc1c(NC(=O)CN(c2ccccc2F)S(C)(=O)=O)cccc1[N+](=O)[O-]	-3	4
O=C(O)c1cccc(-n2nnnc2SCc2ccccn2)c1	13	0

Other structures follow:
SMILES	mut p53 react	STK33 kin inh
COc1ccc(NC(=O)O[C@H](c2ccc(OC)c(O)c2)[C@@H](CCO)OC)cc1	·	-2
C[C@@H]1CN([C@H](C)CO)C(=O)c2cc(-c3cccc(F)c3)cnc2O[C@@H]1CN(C)C(=O)Nc1cc(F)ccc1F	18	·
Cc1noc(C)c1NC(=O)N(C)C[C@@H]1Oc2ncc(C#Cc3ccc(C(F)(F)F)cc3)cc2C(=O)N([C@H](C)CO)C[C@@H]1C	-11	-3
O=c1c2ccccc2nc(CSc2nc(Cc3ccccc3)nc3ccccc23)n1-c1ccccc1	16	-3
C[C@@H]1CCCCO[C@H](CN(C)C(=O)Nc2cccc3ccccc23)[C@@H](C)CN([C@H](C)CO)C(=O)c2cc(NC(=O)Nc3ccc(C(F)(F)F)cc3)ccc2O1	-3	-1
Cc1noc(C)c1NC(=O)Nc1ccc2c(c1)CC(=O)N([C@H](C)CO)C[C@@H](C)[C@@H](CN(C)C(=O)Nc1c(C)noc1C)O2	·	-3
C=CCNC(=O)[C@@H]1[C@H]2C(=O)O[C@H](c3ccccc3)[C@H](c3ccccc3)N2[C@H](c2ccc(O)cc2)[C@@]12C(=O)Nc1ccc(C#CCCO)cc12	·	0
CCn1c(SCC(=O)Nc2ccc3c(c2)OCCO3)nnc1-c1ccco1	10	-3
COc1ccc(C(C)(C)C)cc1S(=O)(=O)NC1CC(C)(C)NC(C)(C)C1	-4	-1
C[C@@H]1O[C@@H](Oc2ccc3c(=O)c(-c4ccc(O)cc4)coc3c2)[C@H](O)[C@H](O)[C@H]1O	8	-3
CN(CC(=O)Nc1ccc(F)cc1F)S(=O)(=O)c1ccccc1	3	1
C[C@H]1CN([C@@H](C)CO)C(=O)c2cc(NC(=O)Nc3cccc4ccccc34)ccc2O[C@H]1CN(C)S(=O)(=O)c1ccc(Cl)cc1	·	1
COc1ccc(-c2nc3ccccc3s2)cc1NC(=O)COc1ccc(Cl)cc1Cl	74*	-2
C[C@@H]1CCCCO[C@@H](CN(C)Cc2ccc(C(=O)O)cc2)[C@@H](C)CN([C@H](C)CO)C(=O)c2cc(NS(=O)(=O)c3ccccc3)ccc2O1	·	-7
COc1ccc(NC(=O)Nc2ccc3c(c2)CC(=O)N([C@H](C)CO)C[C@H](C)[C@H](CN(C)C(=O)NC(C)C)O3)cc1	·	-3
COc1ccc(S(=O)(=O)Nc2ccc3c(c2)C(=O)N([C@@H](C)CO)C[C@@H](C)[C@H](CN(C)S(C)(=O)=O)O3)cc1	-6	·
CC(C)NC(=O)N(C)C[C@@H]1Oc2ccc(NS(=O)(=O)c3cn(C)cn3)cc2C(=O)N([C@H](C)CO)C[C@@H]1C	·	-2
C[C@H](CO)N1C[C@H](C)[C@H](CN(C)S(C)(=O)=O)Oc2ncc(-c3ccc(F)cc3)cc2C1=O	·	0
Cc1ccc(N2C3=C(C(=O)CC(C)(C)C3)C(c3cccs3)C3=C2CC(C)(C)CC3=O)cc1C	·	-1
COc1cccc(S(=O)(=O)NCc2ccc(C(=O)Nc3ccc4sc(C)nc4c3)cc2)c1	-10	-2
COc1ccc(NC(=O)N(C)C[C@@H]2OCCCC[C@@H](C)Oc3ccc(NS(=O)(=O)c4cccs4)cc3C(=O)N([C@H](C)CO)C[C@H]2C)cc1	-14	·
COc1ccc(C(Nc2cccc(C)n2)c2ccc3ccc(C)nc3c2O)c(OC)c1OC (centres undefined)	-20	5
Cc1cc(C)c(S(=O)(=O)NCC(=O)Nc2ccc(C(C)C)cc2)c(C)c1	-21	-1
Cn1c(SCC(=O)Nc2cccc(Br)c2)nnc1-c1cccs1	25	5
C[C@H](CO)N1C[C@H](C)[C@H](CN(C)Cc2ccccc2)OCCCC[C@H](C)Oc2ccc(NC(=O)CCCN(C)C)cc2C1=O	9	·
COc1ccc(S(=O)(=O)N(C)C[C@H]2Oc3ccc(NS(=O)(=O)c4ccc(F)cc4)cc3C(=O)N([C@@H](C)CO)C[C@H]2C)cc1	·	2
CC(C)NC(=O)N(C)C[C@H]1Oc2ccc(NC(=O)Nc3ccc4c(c3)OCO4)cc2CC(=O)N([C@H](C)CO)C[C@H]1C	·	-3
C[C@@H]1CC[C@]2(C(=O)OC3OC(COC4OC(CO)C(O[C@@H]5O[C@@H](C)[C@H](O)[C@@H](O)[C@H]5O)C(O)C4O)C(O)C(O)C3O)CC[C@]3(C)C(=CCC4[C@@]5(C)CC[C@@H](O)[C@](C)(C(=O)O)C5CC[C@]43C)C2[C@H]1C (some centres undefined)	-6	0
Cc1ccc(S(=O)(=O)Nc2ccc3c(c2)C(=O)N([C@H](C)CO)C[C@H](C)[C@@H](CN(C)S(=O)(=O)c2cn(C)cn2)OCCCC[C@@H](C)O3)cc1	·	1
CNC[C@H]1Oc2c(NC(=O)Nc3ccccc3)cccc2C(=O)N([C@H](C)CO)C[C@@H]1C	4	·
C[C@@H]1CN([C@@H](C)CO)C(=O)Cc2cc(NC(=O)Cc3cn(C)c4ccccc34)ccc2O[C@H]1CN(C)Cc1ccc(C(=O)O)cc1	2	·
CC(C)NC(=O)Nc1ccc2c(c1)C(=O)N([C@H](C)CO)C[C@H](C)[C@H](CN(C)Cc1ccccc1)O2	·	-1
CCOC(=O)c1ccc(COC(=O)c2ccc3ccccc3c2O)o1	-4	3
Cc1ccc(C)c(NC(=O)CN(c2ccc(Br)cc2)S(C)(=O)=O)c1	-1	3
C[C@H](CO)N1C[C@H](C)[C@H](CN(C)Cc2ccc(Oc3ccccc3)cc2)Oc2c(NS(C)(=O)=O)cccc2C1=O	3	·
Cc1ccc(N(CC(=O)Nc2cccc3ccccc23)S(C)(=O)=O)cc1Cl	-2	1
Cc1cc(NC(=O)C2CCCCC2C(=O)O)ccc1NC(=O)c1ccccc1 (centres undefined)	26	-7
C[C@@H]1CN([C@@H](C)CO)C(=O)c2cc(NS(=O)(=O)c3cccs3)ccc2O[C@@H](C)CCCCO[C@H]1CN(C)C	3	·
O=C(COc1ccccc1Cl)Nc1cccc(-c2nc3ncccc3o2)c1	45	8
C[C@@H]1CCCCO[C@@H](CN(C)C(=O)c2ccccc2)[C@H](C)CN([C@@H](C)CO)C(=O)c2cc(NC(=O)Nc3ccc(F)cc3)ccc2O1	-61	·
CNC[C@@H]1OCCCC[C@H](C)Oc2ccc(NC(=O)Nc3ccccc3)cc2C(=O)N([C@@H](C)CO)C[C@@H]1C	8	·
COC(=O)c1c(C)[nH]c(C(=O)CSc2nnc3cc(C)c4ccccc4n23)c1C	-3	·

A portion of the library (hit frequency here may not be typical).
